hIAP block: human IAP inhibition. purified IAP, CDP-Star luminescence, 30 min. inhibition, % at 10 µM. actives 0.12% (n = 330,000);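 active means inhibition reaching a set limit with compound at 10 µM in the primary screen, cut at about 35% in these data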;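 further: plate controls were DMSO wells with enzyme for no effect and no-enzyme buffer wells for full effect; values of inactives mirror those of a sister screen read the other way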
APOBEC3G inh: blocks human APOBEC3G single-stranded DNA deamination; Q9HC16; recombinant A3G, ssDNA deamination FAM/TAMRA fluorescence; inhibition, % at 20 µM; actives 0.28% (n = 330,000); AID 493012;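 active means inhibition of at least 40% at 20 µM, with no more than 30% in the related APOBEC3A deaminase screen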;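 further: plate controls were DMSO wells with A3G for no effect and wells lacking A3G enzyme for full effect; some compounds called inactive have numbers as strong as hits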
Target sequence (Q9HC16 whole entry, looked up): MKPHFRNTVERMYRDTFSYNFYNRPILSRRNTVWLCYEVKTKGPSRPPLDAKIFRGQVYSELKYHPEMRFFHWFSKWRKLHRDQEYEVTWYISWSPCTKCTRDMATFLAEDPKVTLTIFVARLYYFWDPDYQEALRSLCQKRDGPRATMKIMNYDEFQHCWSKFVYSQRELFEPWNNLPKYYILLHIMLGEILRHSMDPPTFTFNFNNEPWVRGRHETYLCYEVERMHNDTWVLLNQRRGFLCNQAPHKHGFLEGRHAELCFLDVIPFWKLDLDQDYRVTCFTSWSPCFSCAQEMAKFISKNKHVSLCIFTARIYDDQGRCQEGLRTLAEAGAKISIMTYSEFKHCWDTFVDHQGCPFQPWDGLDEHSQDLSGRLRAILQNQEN
NALP3 yeast inh: NALP3 inhibition in yeast; Yeast reconstituted NLRP3/ASC/caspase-1, beta-gal luminescence, 24 h; inhibition, % at 10 µM; actives 0.39% (n = 330,000);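 active means inhibition of 50% or more; inactive means inhibition below 50%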;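 further: plate controls were induced DMSO wells for no effect and uninduced yeast grown without galactose for full effect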
mIAP activ: increases mouse intestinal alkaline phosphatase activity; activation factor at 10 µM; actives 0.24% (n = 330,000); muIAP, CDP-Star luminescence, 30 min; stronger effect = higher value; 1 = vehicle-only enzyme signal, 0 = enzyme-free wells;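 active means activation factor of at least 2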; further: the source names both 10 and 20 µM as test concentration; values of inactives mirror those of a sister screen read the other way
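System: Mouse IAP enzyme | Also added: CDP-Star substrate | Dosing: Compounds dispensed in DMSO | Schedule: 30 min enzyme-substrate-compound incubation at room temperature | Technique: Chemiluminescence readout | Control set: DMSO-only wells and no-enzyme negative control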
SENP1 FRET inh: inhibitors of human SENP1 SUMO protease catalytic domain; Q9P0U3; recombinant SENP1 catalytic domain, CyPet-SUMO1-YPet FRET cleavage; inhibition, % at 10 µM; actives 0.21% (n = 360,000); AID 624204;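 active means inhibition at least 30% at 10 µM, raw YFP signal under a set limit, fluorescence ratio 0.5 to 1.5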;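 further: 0% = enzyme with DMSO and 100% = no enzyme wells; some results filed as inactive read as strong as hits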
Target sequence (Q9P0U3 419-644 limits assumed): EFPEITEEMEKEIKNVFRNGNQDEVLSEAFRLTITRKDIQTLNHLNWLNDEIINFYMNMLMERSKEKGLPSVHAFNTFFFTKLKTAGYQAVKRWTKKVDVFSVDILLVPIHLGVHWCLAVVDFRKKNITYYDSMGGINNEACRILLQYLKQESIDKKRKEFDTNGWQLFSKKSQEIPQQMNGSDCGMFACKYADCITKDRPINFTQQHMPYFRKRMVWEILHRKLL
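material = recombinant human SENP1 catalytic domain, His6-tagged | quantity = 20 pM enzyme | reagent = 25 nM SUMO1 FRET substrate | compound dosing = 10 µM single point, 0.5% DMSO | timing = 50 min enzyme reaction, room temperature, light-protected | detection = FRET, CFP and YFP emission | control set = no-enzyme low, enzyme-DMSO high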
mIAP block: blocks mouse intestinal alkaline phosphatase. actives 0.2% (n = 330,000). inhibition, % at 10 µM. purified mouse IAP, CDP-Star luminescence, 30 min;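 active means inhibition of at least 40% at 10 µM in the primary screen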;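 further: plate controls were DMSO with enzyme for no effect and no enzyme wells for full effect; values of inactives mirror those of a sister screen read the other way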
hIAP activ: human IAP activation; P09923; purified human IAP, CDP-Star luminescence, 30 min; stronger effect = higher value; 1 = vehicle-only enzyme, 0 = enzyme-free background; activation factor at 10 µM; actives 0.16% (n = 330,000);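 active means activation factor of the enzyme at least 2-fold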; further: the source names both 10 and 20 µM as test concentration; values of inactives mirror those of a sister screen read the other way
APOBEC3A inh: inhibitors of human APOBEC3A DNA deaminase; recombinant A3A, FAM/TAMRA ssDNA deamination fluorescence; actives 0.41% (n = 330,000); P31941; AID 493011; inhibition, % at 20 µM;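 active means at least 40% inhibition at 20 µM here, with at most 30% in a related deaminase screen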;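 further: plate controls were A3A with DMSO for no effect and wells lacking A3A enzyme for full effect; some results filed as inactive read as strong as hits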
Target sequence (P31941 whole entry, looked up): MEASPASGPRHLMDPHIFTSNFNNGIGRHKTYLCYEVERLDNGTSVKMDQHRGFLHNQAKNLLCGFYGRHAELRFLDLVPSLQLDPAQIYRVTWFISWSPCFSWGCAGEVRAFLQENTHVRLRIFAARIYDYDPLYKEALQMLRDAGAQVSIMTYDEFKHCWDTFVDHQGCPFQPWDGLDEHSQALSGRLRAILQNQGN
MIN6 prolif: inducers of beta-cell replication in MIN6 cells | MIN6 cells proliferation, ATPlite luminescence, 48 h; cells starved in 0.2% serum; 100% = growth in 10% serum | proliferation, % at 10 µM | actives 0.29% (n = 330,000);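 active means compounds whose signal lies at least 3.5 SD above the mean of all wells on their plate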;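 further: 0% = DMSO-treated cells in low-serum medium and 100% = 10% serum control; some compounds called inactive have numbers as strong as hits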
Starred values were filed as active, the others as inactive; / = not tested or not shown. This is a subset; the hit share may differ from the screen's.

SMILES	hIAP block	APOBEC3G inh	NALP3 yeast inh	mIAP activ	SENP1 FRET inh	mIAP block	hIAP activ	APOBEC3A inh	MIN6 prolif
CS(=O)(=O)N(CC(=O)N1CCOCC1)c1cc(Cl)ccc1Cl	-16	3	19	1	-1	-2	1.2	5	-2
O=C(O)c1ccccc1C(=O)NNc1ccc(F)cc1	-13	7	5	1.1	0	-7	1.1	-4	-2
Cc1ccc(NC(=O)c2oc3ccccc3c2NC(=O)c2ccc3c(c2)OCO3)cc1	-7	-10	6	0.83	1	17	1.1	0	-5
C=CCn1cc(F)c(=O)n(CC=C)c1=O	-7	0	7	1	-2	-2	1.1	-2	-2
Cc1nnc(NC(=O)c2c(F)cccc2F)s1	0	-5	2	0.93	5	7	1	1	-2
Cc1cccc(OCC(=O)N=Nc2c(O)[nH]c3ccc([N+](=O)[O-])cc23)c1	-55	-1	15	0.88	/	12	1.6	4	0
O=C(NCCO[N+](=O)[O-])c1cccnc1	0	-4	15	0.94	4	6	1	2	-5
CCc1sc(C(=O)NNC(=O)c2cncc(Br)c2)cc1C	-12	-1	15	0.91	0	9	1.1	0	-2
O=C(CCN1C(=O)c2ccccc2C1=O)Nc1sc2c(c1C(=O)NCc1ccco1)CCCC2	-6	-5	7	0.99	-6	1	1.1	-4	-5
O=C(NCCc1cccc(Cl)c1)c1cccc([N+](=O)[O-])c1	4	3	19	0.92	0	8	0.96	2	0
Cc1cc(C(=O)CSc2cccc[n+]2[O-])c(C)n1-c1ccccc1	-6	-4	16	1.1	3	-14	1.1	3	-4
CCCCN(CC)Cc1ccc(CNC(=O)Nc2ccc(F)cc2)o1	-5	1	8	1.3	1	-28	1.1	6	0
CCOc1ccc(NC(=O)CCC(=O)c2ccc(OC)cc2)cc1	-4	-6	29	1	1	-1	1	-2	-2
CCCCCCOc1ccc(N2C(=O)CC(SCCN)C2=O)cc1 (configuration not stated)	14	-3	28	0.99	-1	1	0.85	-1	0
COC(=O)C1=C(C)N(c2cccc(C)c2)C(=O)/C1=C\c1cccs1	-3	-6	22	0.84	2	16	1	-2	-2
Cc1ccc(NC(=O)C2CC(=O)Nc3ncnn32)cc1Cl (configuration not stated)	-12	-6	-7	1	2	-2	1.1	0	-4
CCCCCCCc1c(O)nc(SCC(=O)O)[nH]c1=O	-12	-7	-6	1	0	-4	1.1	-11	-3
COC(=O)C(CCSC)NC(=O)Cn1ncc2c(=O)oc3ccccc3c21 (configuration not stated)	3	-5	0	1.2	4	-16	0.97	-2	-2
CC(=O)c1ccc(NC(=O)c2cc(Cl)sc2Cl)cc1	-2	-6	28	0.94	0	6	1	0	0
COc1ccc(/C=N/N2CCOCC2)cc1COc1ccc(F)cc1	-4	-4	19	1	-3	0	1	-1	-1
Cc1ccc(OCC(=O)N/N=C/c2ccncc2)cc1	-1	-6	12	0.91	-2	9	1	-19	-2
CCS(=O)(=O)Nc1ccc(C2=NN(S(=O)(=O)c3ccc(F)cc3)C(c3ccco3)C2)cc1 (configuration not stated)	-2	-3	9	0.95	-28	5	1	0	-3
Cc1c(C(=O)c2no[n+]([O-])c2C(=O)c2cnn(C)c2C)cnn1C	0	7	10	1.1	0	-5	1	3	-7
COc1ccc(NC(=S)NC2CC3CCCC(C2)N3C2CC2)cc1 (configuration not stated)	16	-22	6	1	3	-4	0.84	-3	1

3 of these compounds, reformatted:
mol: CCS(=O)(=O)Nc1ccc(C2=NN(S(=O)(=O)c3ccc(F)cc3)C(c3ccco3)C2)cc1 (configuration not stated)
  hIAP block: -2	APOBEC3G inh: -3	NALP3 yeast inh: 9	mIAP activ: 0.95	SENP1 FRET inh: -28	mIAP block: 5	hIAP activ: 1	APOBEC3A inh: 0	MIN6 prolif: -3
mol: O=C(CCN1C(=O)c2ccccc2C1=O)Nc1sc2c(c1C(=O)NCc1ccco1)CCCC2
  hIAP block: -6	APOBEC3G inh: -5	NALP3 yeast inh: 7	mIAP activ: 0.99	SENP1 FRET inh: -6	mIAP block: 1	hIAP activ: 1.1	APOBEC3A inh: -4	MIN6 prolif: -5
mol: CCCCN(CC)Cc1ccc(CNC(=O)Nc2ccc(F)cc2)o1
  hIAP block: -5	APOBEC3G inh: 1	NALP3 yeast inh: 8	mIAP activ: 1.3	SENP1 FRET inh: 1	mIAP block: -28	hIAP activ: 1.1	APOBEC3A inh: 6	MIN6 prolif: 0

Following part:
SMILES	hIAP block	APOBEC3G inh	NALP3 yeast inh	mIAP activ	SENP1 FRET inh	mIAP block	hIAP activ	APOBEC3A inh	MIN6 prolif
CCN(CC)CCn1c(NCc2cccc(OC)c2OC)nc2ccccc21	9	-8	3	0.97	0	3	0.91	0	3
Nc1ccccc1SCc1cc([N+](=O)[O-])cc2c1OCOC2	16	-5	25	0.96	-2	4	0.84	0	-2
CC(=O)/C(N=Nc1ccc2c(c1)OCCO2)=C(\C)O	16	7	30	1.1	15	-10	0.84	5	-1
Cc1ccc(NC(=O)CCC(=O)NNC(=O)NC23CC4CC(CC(C4)C2)C3)cc1C	-5	-9	14	1	1	-1	1.1	-3	0
CCc1ccc(N2CC(C(=O)Nc3cccc(C(=O)NC4CC4)c3)CC2=O)cc1 (configuration not stated)	-18	-7	-13	1.1	2	-10	1.2	12	1
CCCSc1nc(C)c(-c2csc(C(C#N)=C3CCCC3)n2)cc1C#N	5	33	10	0.92	1	8	0.95	35	-3
Cc1ccccc1COc1ccc(-c2nn[nH]n2)cc1	-21	7	10	1	0	-3	1.2	6	-5
Cc1ccc2c(c1)N(CC(=O)NCC1CCCO1)C(=O)C(C)O2 (configuration not stated)	-5	-7	21	1.1	-1	-7	1	2	-3
C/C(=N/N1CCN(Cc2cccc3ccccc23)CC1)c1ccco1	2	-3	17	0.98	0	2	0.98	0	0
Cc1c(Cl)cccc1-n1nnnc1-c1cccs1	9	-2	-42	0.91	0	9	0.91	-2	-1
CS(=O)(=O)N1CCN(C(=O)c2cc(-c3ccccc3)nc3ccccc23)CC1	4	-5	10	0.89	1	11	0.96	-3	-4
COc1cccc(NC(=O)c2ccccc2N2C(=O)C3C4C=CC(C4)C3C2=O)c1 (configuration not stated)	-7	-5	8	1.1	0	-7	1.1	0	0
O=C(OCCCN1CCCCC1)c1ccc(O)cc1	-7	-2	6	1.1	-7	-8	1.1	2	-1
COc1ccc(CC(=O)Nc2c(C(=O)N3CCN(c4ncccn4)CC3)oc3ccccc23)cc1	-16	-1	8	0.99	2	1	1.2	-2	1
CCOC(=O)C1CCCN(c2c(NCCCN(C)Cc3ccccc3)c(=O)c2=O)C1 (configuration not stated)	10	0	0	0.99	-2	1	0.9	2	-2
CC(NC(=O)c1ccco1)C(=O)OCC(=O)N1CCCCCC1 (configuration not stated)	0	-10	14	1.1	3	-10	1	-5	-1
CCCn1c(N)c(N(CCOC)C(=O)COC(=O)c2ccccc2NCCO)c(=O)[nH]c1=O	-15	-4	10	1.1	-6	-5	1.2	23	1
Cn1cc(S(=O)(=O)N2CCc3ccccc32)cc1C(=O)NC(C)(C)C	2	4	1	1	1	-2	0.98	5	-7
CCOC(=O)C1CCCN(c2c(NCCCN(CC)c3ccccc3)c(=O)c2=O)C1 (configuration not stated)	19	-2	8	1.1	0	-5	0.81	-3	0
C[C@H](NC(=O)c1nc[nH]c1C(=O)N[C@@H](C)c1ccccc1)c1ccccc1	-26	-9	4	0.93	2	7	1.3	-3	-5
O=C(COc1ncnc2c(Cl)cc(Cl)cc12)N1CCCCC1	-5	-7	1	1.1	4	-6	1	-4	0
CCCOc1ccc(Cl)cc1Nc1nc(NCCO)nc(N2CCCC2)n1	-8	-7	12	0.86	-1	14	1.1	-4	-5
CCCCC(NC(=O)Cc1c(C)c2cc3c4c(oc3c(C)c2oc1=O)CCCC4)C(=O)O (configuration not stated)	1	-13	21	0.9	-46	10	0.99	-4	-4
O=C(CNC(=O)c1ccc(Cl)cc1)Nc1ccccc1C(F)(F)F	-7	-3	-5	1	3	-1	1.1	2	-1
Cc1cc(S(=O)(=O)N2CCOCC2)ccc1OCC(=O)Nc1ccc(F)cc1F	14	-9	-13	1	2	-1	0.86	-1	0
N#C/C(=C(/O)c1ccc2c(c1)OCO2)c1nc2cc(C(F)(F)F)ccc2s1	-11	-11	10	0.92	10	8	1.1	-2	-4
COc1ccc(NC(=S)N(CCO)Cc2ccccc2)cc1	-4	-6	-3	1	1	0	1	-1	-2
COc1ccc(C/C(C)=N/NC(=O)c2cccnc2)cc1	22	2	23	1.1	1	-6	0.78	6	0
Cc1onc(-c2ccccc2)c1C(=O)N1CCCCCC1	-9	-7	8	1.1	0	-5	1.1	-2	-1
O=C(Nc1nncs1)C12CC3CC(CC(C3)C1)C2	6	-6	6	0.96	2	4	0.94	-1	-2
O=C(CCn1nc(-c2ccccc2)c2ccccc2c1=O)NCC1CCCO1 (configuration not stated)	6	-1	16	0.93	1	7	0.94	3	2
COc1cc(C(=O)OC(C)C(=O)NC2CCCCC2C)c([N+](=O)[O-])cc1OC (configuration not stated)	-15	-3	-4	0.92	3	8	1.1	8	0
CN1CCN(CCC(=O)N/N=C/c2cc3c(cc2[N+](=O)[O-])OCO3)CC1	14	-2	8	1	2	-1	0.86	1	0
COc1ccccc1OCc1ccc(C(=O)NC(C)c2ccccc2)o1 (configuration not stated)	-4	-3	9	0.97	-1	3	1	0	0
CCCc1nnc(NC(=O)C(CC)OC(=O)c2cc(C)nc3ccccc23)s1 (configuration not stated)	12	0	-8	0.95	6	5	0.88	1	-1
COc1ccc(NC(=S)NCc2ccc(F)cc2)c(OC)c1	-18	-6	23	1.1	1	-7	1.2	-6	-3
O=[N+]([O-])c1ccc2[nH]c(O)c(N=NC(=S)NCC3CCCO3)c2c1 (configuration not stated)	-57	-3	28	0.71	10	29	1.6	-1	-1
COc1ccc(-c2nnc3n(CCc4ccccc4)c(=O)c4ccccc4n23)c(OC)c1	7	-8	21	0.97	0	3	0.93	-3	0
CCCN1C2CCCC1CC(NC(=O)c1ccccc1OCC)C2 (configuration not stated)	-8	-1	5	1	1	-1	1.1	-3	0
COc1ccc(CCN(Cc2ccccn2)C(=S)Nc2ccccc2Cl)cc1OC	1	0	-5	1	0	-2	0.99	1	-3
Cc1ccc2[nH]c(=O)cc(C(=O)OCC(=O)c3ccccc3)c2c1	13	-3	15	0.9	-12	10	0.87	1	-1
CCCc1c(C)[nH]c2ccc(NC(C)=O)cc2c1=O	10	5	7	1.1	-3	-11	0.9	3	-4
O=C(CN(C(=O)CSc1nc2ccccc2o1)c1ccccc1F)NC1CCCCC1	8	0	17	1	2	-1	0.92	1	1
O=C(NCc1ccccc1Cl)C1CCN(S(=O)(=O)c2cccs2)CC1	-2	2	4	1.1	1	-6	1	-3	0
Cc1cc(N(CC(=O)NC(C)C)S(C)(=O)=O)ccc1Br	-5	-10	4	1	0	-1	1	-3	0
COCCN1C(=O)C(O)=C(C(C)=O)C1c1ccc(F)cc1 (configuration not stated)	6	-6	-5	0.86	1	14	0.94	-21	-3
O=C(c1cc(COc2ccc3ncccc3c2)on1)N1CCCCCC1	6	-7	8	1.1	-1	-6	0.94	6	-6
CCCC(C(=O)NC1CCCC1)N(CC1CCCO1)C(=O)c1snc(C(N)=O)c1N (configuration not stated)	-12	1	-12	1.1	-6	-9	1.1	3	1
